# Compound activity: PubChem BioAssay, Vanderbilt High Throughput Screening Facility
# Cav3 T inh: blocks human Cav3.2 T-type calcium channel; 4% of 100,000 active; B-score at 10 µM; Cav3.2-expressing cells, Fluo-4 calcium fluorescence FDSS; hits give low values;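 active = single-dose well whose peak fluorescence ratio is a statistical outlier from its plate by either plate-standardised score or position-corrected B-score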
# An asterisk follows results filed as active. Only part of the results is shown (hit frequency here may not be typical).
SMILES,Cav3 T inh
Cc1c(N2C(=O)c3cccc4cccc(c34)C2=O)c(=O)n(-c2ccccc2)n1C,-0.025
COc1ccc(C2CC(C(F)(F)F)n3ncc(C(=O)O)c3N2)cc1OC (stereo not given),0.076
C/C(CC(=O)Nc1ccc(Cl)cc1Cl)=N\NC(N)=S,0.72
Cc1nn2cc(-c3ccccc3)nc2[nH]c1=O,-0.34
COc1ccc(Cn2nnnc2C(c2ccccn2)N2CCN(c3cc(Cl)ccc3C)CC2)cc1 (stereo not given),-2.7
Cc1ccc(S(=O)(=O)n2ccnc2)cc1C,0.47
Cc1cc(C)n(-c2nc3ccccc3n3cnnc23)n1,0.42
CCC(Sc1nc(-c2ccccc2)c(C#N)c(=O)[nH]1)C(=O)Nc1nnc(C)s1 (stereo not given),0.13
O=C(NCc1ccco1)c1cccc(S(=O)(=O)N2CCOCC2)c1,1
COC(=O)c1ccc(Cn2nc(C)c(Br)c2C)cc1,-0.86
Nc1nc(=S)[nH]c2c1C1(CCCC1)Cc1ccccc1-2,0.38
O=C1N/C(=N/N=C/c2ccccc2)SC1(c1ccccc1)c1ccccc1,1.2
O=S(=O)(c1ccc(Br)s1)N1CCCCC1,-0.47
Cc1cc(-c2ccccc2)nc(N(C)NC(=O)c2c(F)cccc2F)c1S(C)(=O)=O,-1.7
CCn1cc(C(=O)N2CCCCC2)c(=O)c2cc(S(=O)(=O)N3CCC(C)CC3)ccc21,0.47
CC(C)(C)NS(=O)(=O)c1ccc(Oc2ncc(C(F)(F)F)cc2Cl)cc1,-0.12
CCOC(=O)N1CCN(c2c(NCCCN3CCCC(C)C3)c(=O)c2=O)CC1 (stereo not given),0.35
O=c1ccn(-c2cccc(C(F)(F)F)c2)nc1-c1ccn(-c2cccc(Cl)c2)n1,-5.7*
Cc1ccc2c(c1)[C@@H]1CN(C)CC[C@@H]1N2S(=O)(=O)c1ccc(F)cc1,-0.19
COC(=O)c1cc(Br)c(=O)n(-c2cccc(F)c2)c1,0.29
COc1ccc(NC(=O)CCc2c(C)nc3nc(C)nn3c2C)cc1,0.34
Cc1nc(CNS(=O)(=O)c2ccccc2F)cs1,0.23
O=C(Nc1cccnc1Cl)C1c2ccccc2Oc2ccccc21,0.0059
Cc1ccc(N=C2CCCCCN2C)c(C#N)c1,0.25
Cc1cc2cc(C)c3nnc(SCC(=O)N4CCN(C(=O)c5ccco5)CC4)n3c2cc1C,0.8

# Later entries:
SMILES,Cav3 T inh
C=C(C)CSc1nc2ncc(Cl)cc2[nH]1,0.8
COc1ccc(OCC(=O)NC(=S)N2CCCc3ccccc32)cc1,-2.7
O=C(NCC(=O)N(Cc1cccs1)C(C(=O)NC1CCCCC1)c1cccnc1)c1ccco1 (stereo not given),-0.077
CCOC(=O)c1c(N)nn(C(=O)CC)c1-c1ccccc1,-1.8
CCCOC(=O)C1C2C=CC3(CN(c4cccc(Cl)c4)C(=O)C13)O2 (stereo not given),0.17
CCOC(=O)C(NC(=O)Nc1ccc(F)cc1)(OCC)C(F)(F)F (stereo not given),-0.24
O=C(COc1ncnc2sccc12)N1CCc2ccccc2C1,-0.96
COC(=O)Nc1ncc(CN2CCc3ccccc3C2)s1,-0.56
CCc1nnc(NC(=O)CSc2nc3cc4c(cc3cc2CC)OCCO4)s1,0.0027
Cc1nc2nc(-c3ccco3)[nH]n2c(=O)c1C,0.059
C/C(=N\NC(=O)CC1N=C(Cc2ccccc2)NNC1=O)c1ccc(Cl)cc1Cl (stereo not given),-4.7*
COc1ccc(NC(=S)NCCSc2ccc(Cl)cc2)c(OC)c1,-1.9
CCn1c2ccccc2c2nnc(SCC(=O)NC(CC(C)C)C(=O)OC)nc21 (stereo not given),1.1
CC/C(=N/Nc1ccccc1Cl)c1cnnc(-c2ccccc2)n1,-0.044
CCc1nn(CC(=O)NCCCN(CC)Cc2ccccc2)c(=O)c2cc3sccc3n12,1.2
NC(=O)CC(NC(=O)c1ccccc1)c1ccc(NCCc2ccc(F)cc2)c([N+](=O)[O-])c1 (stereo not given),0.54
O=C(Cc1ccccc1)N1CCCC(c2nc(-c3cccs3)no2)C1 (stereo not given),-0.15
S=C(Nc1ccccc1)Nc1cc(Cl)ccc1Oc1ccccc1,-2.3
O=C1C2C3C=CC(C3)C2C(=O)N1c1ccc(Cc2ccncc2)cc1 (stereo not given),-0.027
CCOC(=O)N1CCC(N2Cc3cccc(C(=O)Nc4ccc(CC)cc4)c3C2=O)CC1,0.018
C=C(Cl)COC(=O)[C@H]1C2C=CC(C2)C1C(=O)O (stereo not given in full),-0.097
Cc1nn(C)c(C)c1N=Cc1c(O)ccc2ccccc12,0.51
O=C(N1CCOCC1)N1c2ccccc2Sc2ccccc21,-1.2
CC1CCC2(CC1)NC(=O)c1ccccc1O2 (stereo not given),-0.73
O=C(Nc1nccs1)c1ccc(-c2ccccc2Cl)o1,-1.7

# A different layout for part of the listing above:
Cav3 T inh | smiles
0.17 | CCCOC(=O)C1C2C=CC3(CN(c4cccc(Cl)c4)C(=O)C13)O2 (stereo not given)
-0.24 | CCOC(=O)C(NC(=O)Nc1ccc(F)cc1)(OCC)C(F)(F)F (stereo not given)

# In the list so far, 5 contain two or more sulfur atoms:
SMILES,Cav3 T inh
CCC(Sc1nc(-c2ccccc2)c(C#N)c(=O)[nH]1)C(=O)Nc1nnc(C)s1 (stereo not given),0.13
O=S(=O)(c1ccc(Br)s1)N1CCCCC1,-0.47
Cc1nc(CNS(=O)(=O)c2ccccc2F)cs1,0.23
CCc1nnc(NC(=O)CSc2nc3cc4c(cc3cc2CC)OCCO4)s1,0.0027
COc1ccc(NC(=S)NCCSc2ccc(Cl)cc2)c(OC)c1,-1.9

# Continuation:
SMILES,Cav3 T inh
CCCc1[nH]nc2c1C(CCC)C(C#N)=C(N)O2 (stereo not given),0.98
Nc1ccc(CCS(N)(=O)=O)cc1,-1.2
O=C(NCCCN1CCCC1=O)c1ccc2c(=O)n(Cc3ccco3)c(=S)[nH]c2c1,-0.27
CC(C)(C)C1CCc2c(sc3nc(SCC(N)=O)nc(N)c23)C1 (stereo not given),-0.2
CC(OC(=O)CN1C(=O)C2CCCCC2C1=O)C(=O)Nc1ncc(Cl)cc1Cl (stereo not given),1.2
CCOc1ccc(NC(=O)CCC(=O)O)cc1,-0.28
CN(C)CCCNC(=O)c1ccc2[nH]c3ccccc3c2c1,-0.095
CC(C)CCNC(=O)Cn1c(=O)oc2cc(S(=O)(=O)N3CC(C)CC(C)C3)ccc21 (stereo not given),-1.7
COc1ccccc1NC(=O)CN1CCN(CC(=O)Nc2ccc(F)cc2)CC1,0.88
COc1cccc(C(=O)N2CCN(Cc3ccc4c(c3)OCO4)CC2)c1OC,-1
COC(=O)CCC(=O)COc1ccc(OC)cc1C#N,1.6
O=C(Nc1ccccc1Cl)c1cc(S(=O)(=O)N2CCCCC2)ccc1N1CCOCC1,-6.3*
COc1ccc(N(CC(=O)N2CCN(c3ccccc3)CC2)S(=O)(=O)c2c(C)noc2C)cc1,-3.6
Cc1ccccc1Cn1c(C(C)O)nc2ccccc21 (stereo not given),-0.79
Cc1ccc(CC2CC(=O)N(c3ccc(Cl)cn3)C2=O)cc1 (stereo not given),-0.053
CN(C)S(=O)(=O)c1ccc(Oc2ccc(S(=O)(=O)N(C)C)cc2)cc1,0.6
CCC(C)SCc1nc2ccccc2[nH]1 (stereo not given),-0.99
CCOc1ccc(NCc2cc3c(C(C)(C)C)nn(-c4ccccc4)c3[nH]c2=O)cc1,0.27
CCOCCCN(C(=O)CNC(=O)c1ccco1)C(C(=O)NC1CCCC1)c1ccccc1C (stereo not given),0.25
CS(=O)(=O)N(CC(=O)NC1CC2CCC1C2)c1cccc(C(F)(F)F)c1 (stereo not given),-0.49
Nc1scc2c(C(=O)N/N=C/c3ccc(Cl)cc3)nn(-c3ccccc3)c(=O)c12,-0.11
CCOc1ccc(C2CC(c3cccc(C)c3)n3ncnc3N2)cc1 (stereo not given),-1.1
Cc1ccc(OCCn2c(Br)nc3c2c(=O)n(C)c(=O)n3C)cc1,0.58
COc1cccc(-n2nnc3c(=O)n(CC(=O)OCc4ccccc4)cnc32)c1,0.14
CC1=Nc2cccc3cccc(c23)N1,0.091

# The listing continues:
SMILES,Cav3 T inh
Cc1cccc(OCc2nnc(NC(=O)Cc3cccs3)s2)c1,0.25
Cc1cc2n(n1)C(c1ccccc1Cl)Nc1ccccc1-2 (stereo not given),-1.4
Cc1cc(NC(=O)c2cc(-c3ccco3)on2)no1,0.1
Cc1ccn2c(C(=O)c3ccc(Cl)cc3)cnc2c1,-0.75
Cc1cccc(CN2C(=O)N/C(=C/c3cc(C)n(-c4ccccn4)c3C)C2=O)c1,0.23
CC(C)(C)NC(=O)NC(=O)COC(=O)c1ccco1,-0.017
N#Cc1ccc2ccn(CC(=O)NC3CCCCCC3)c2c1,-1.5
Cc1ccc(NC(=S)N2CCC(c3nc4ccccc4s3)CC2)cc1C,0.0083
CCC(Sc1nc2c(c(=O)n1CC)SC(C)C2)C(=O)OC (stereo not given),1.1
CCC(C)N(CC(=O)NCc1ccc(OC)cc1)C(=O)c1csnn1 (stereo not given),0.025
O=S(=O)(NCc1ccco1)c1cccc(S(=O)(=O)N2CCOCC2)c1,0.51
COc1ccc(S(=O)(=O)N(CC(=O)N2CCCC2)Cc2ccccc2)cc1,0.64
COc1cccc(OCC(=O)N(Cc2nc(-c3ccc(Cl)cc3)no2)C(C)C)c1,-2.6
CCOC(=O)CCCNS(=O)(=O)c1c(C)ccc2nsnc12,0.86
CCCCNC(=S)NNC(=O)c1cccnc1,0.012
C(#Cc1ccc(C#CCN2CCOCC2)cc1)CN1CCOCC1,-0.061
Cc1cccc(OCC(=O)N2CCN(C(=O)c3cccs3)CC2)c1,-0.11
CCc1c(C)nc2ncnn2c1N1CCCC(C(=O)NCc2ccc3c(c2)OCO3)C1 (stereo not given),1.6
O=C(Nc1ccccc1)Nc1nccs1,0.29
COCCCNC(=O)CN1C(=O)c2ccccc2C1=O,0.15
CC(C)OC(=O)CSc1nc2ncc(Cl)cc2[nH]1,0.97
Cc1cc(N)ccc1NC(=O)c1ccccc1,-0.52
CCOc1ccc(Cn2c(O)cc(=O)[nH]c2=O)cc1,-0.57
C=CCOC(=O)C1=C(C)NC(SCC(=O)N(CC)CC)=C(C#N)C1c1ccccc1 (stereo not given),-1.3
CCCNS(=O)(=O)c1ccc(CCC(=O)NCc2ccc3c(c2)OCO3)cc1,0.45

# Overlap with the part before: 5 entries, then new ones.
SMILES,Cav3 T inh
CC(C)OC(=O)CSc1nc2ncc(Cl)cc2[nH]1,0.97
Cc1cc(N)ccc1NC(=O)c1ccccc1,-0.52
CCOc1ccc(Cn2c(O)cc(=O)[nH]c2=O)cc1,-0.57
C=CCOC(=O)C1=C(C)NC(SCC(=O)N(CC)CC)=C(C#N)C1c1ccccc1 (stereo not given),-1.3
CCCNS(=O)(=O)c1ccc(CCC(=O)NCc2ccc3c(c2)OCO3)cc1,0.45
COc1ccc(C(=O)OC(C(=O)c2ccc(C)cc2)c2ccccc2)cc1 (stereo not given),-0.96
Cc1ccc(NC(=O)c2nc[nH]c2C(=O)N2CCN(c3ccccc3)CC2)cc1,1
Nc1nc(SCc2ccccc2)ns1,0.24
COc1cccc(CN(CC2CCCO2)S(=O)(=O)c2ccc(S(=O)(=O)NCC3CCCO3)cc2)c1OC (stereo not given),-0.32
CCN1C(=O)/C(=C/c2cc(C)n(C)c2C)SC1=Nc1ccc(OC)cc1,0.5
O=S(=O)(NCCN1CCCC1)c1cccc2cccnc12,-0.15
COc1ccc(OCCSc2nnc(CCNC(=O)c3ccc(OC)cc3)n2C)cc1,0.35
CC/C(=N\NC(=O)c1ccc2c(c1)OCO2)C12CC3CC(CC(C3)C1)C2,-0.22
Cc1ccc(NC(=O)CCN2C(=O)c3ccncc3C2=O)cc1,0.36
COc1ccc(NC(=O)C(=O)NCCN2CCN(C(=O)C(c3ccccc3)c3ccccc3)CC2)cc1,-0.012
CN=C1SC(CC(=O)Nc2cccc(C(F)(F)F)c2)C(=O)N1C (stereo not given),-0.078
Cc1csc2nc(CNC(=O)CCC(=O)O)cn12,0.31
O=C(CN1CCCCCC1)Nc1cccc(Br)c1,0.083
Cc1oc(-c2ccccc2)[n+]([O-])c1C,-0.84
O=C(N/N=C/c1ccc(Br)o1)/C(=C/c1ccc([N+](=O)[O-])cc1)NC(=O)c1ccccc1,-4.9*
CCC(=O)N1CCN(c2ccccc2NC(=O)Cc2ccc(Cl)cc2)CC1,-2
CN(C)C(CNC(=O)c1cccc(S(=O)(=O)N(C)C)c1)c1ccccc1 (stereo not given),0.75
NCCCC[C@H]1CNC(=S)N1CC1CCCCC1,0.26
CCS(=O)(=O)N1CCC(C(=O)NCc2ccccn2)CC1,0.5
C/C=C/C(=O)OCC(=O)Nc1ccc(F)cc1Cl,0.96
CCCCOC(=O)Nc1ccc(OC)cc1S(=O)(=O)N1CCOCC1,0.89
CCOC(=O)C1CCN(C(=O)CCN2C(=O)C3C4C=CC(C4)C3C2=O)CC1 (stereo not given),1.3
COc1ccccc1N1CC(C(=O)OC(C)C(=O)N2CCCc3ccccc32)CC1=O (stereo not given),1.1
CCS(=O)(=O)NCCc1ccc(OC)c(OC)c1,-0.057
Fc1ccc(-c2cn3cc(C(F)(F)F)cc(Cl)c3n2)cc1,-2.3

# As entered above.
# Cav3 T inh, COc1ccc(C(=O)OC(C(=O)c2ccc(C)cc2)c2ccccc2)cc1 (stereo not given) → -0.96
# Cav3 T inh, Cc1ccc(NC(=O)CCN2C(=O)c3ccncc3C2=O)cc1 → 0.36
# Cav3 T inh, CC/C(=N\NC(=O)c1ccc2c(c1)OCO2)C12CC3CC(CC(C3)C1)C2 → -0.22
# Cav3 T inh, Nc1nc(SCc2ccccc2)ns1 → 0.24

# Next structures follow.
SMILES,Cav3 T inh
C=CCOC(=O)C1=C(C)Nc2[nH]c(=O)[nH]c(=O)c2C1c1cccc(OC)c1 (stereo not given),1.5
COc1ccc(OC)c2c1sc(=NC(=O)c1ccco1)n2C,0.28
O=C1c2ccccc2C(=O)N1CCCc1nc(-c2ccccc2)no1,-0.5
O=C1NCCN1Cc1ccc(F)cc1,0.56
CCCC(=O)Nc1ccc(NC(=O)c2ccccn2)cn1,-0.023
CCS(=O)(=O)c1ccc2oc(SCC(=O)NC34CC5CC(CC(C5)C3)C4)nc2c1,-7.2*
O=C(CCNc1ccccc1)c1ccc2c(c1)OCO2,-0.11
Cc1nc2ncccn2c1-c1csc(NCc2ccco2)n1,0.17
O=C(CSc1nc(-c2ccco2)cc(C(F)(F)F)n1)Nc1cccnc1,-0.59
O=C(COC(=O)C1CC1)NCc1ccccc1Cl,-0.41
